TAAR1 agonist – human TAAR1 agonism. Q96RJ0. 360,000 compounds, 0.99% hits. CHO RD-HGA16 TAAR1, Fluo-8 calcium fluorescence; vehicle wells 0%, saturating PEA agonist 100%. activation, % at 3 µM;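 active = activation above the mean activation of all test compounds in the run plus 3 SD, cut at about 38% in these data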
Target sequence (Q96RJ0 whole entry, looked up): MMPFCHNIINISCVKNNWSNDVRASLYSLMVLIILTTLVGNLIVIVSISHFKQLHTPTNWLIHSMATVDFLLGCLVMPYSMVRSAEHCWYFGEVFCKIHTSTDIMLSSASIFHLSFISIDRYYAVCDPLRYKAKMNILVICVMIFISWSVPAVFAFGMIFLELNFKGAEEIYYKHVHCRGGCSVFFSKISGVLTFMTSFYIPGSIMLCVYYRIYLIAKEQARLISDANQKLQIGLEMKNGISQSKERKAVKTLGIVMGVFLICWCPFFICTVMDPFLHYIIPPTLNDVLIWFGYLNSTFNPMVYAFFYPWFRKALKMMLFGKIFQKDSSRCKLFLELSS
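Benchmarks: low control DMSO, high control PEA (EC100); System: CHO RD-HGA16 cells carrying human TAAR1 plus Gα16; Detection: Fluo-8 fluorescence, 5 s baseline then 140 s kinetic read; Schedule: 17-24 h plating, Fluo-8 75 min 37 °C, 30 min RT; Read-out basis: % activation from peak over basal fluorescence ratio, DMSO-to-PEA scaled.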
M1 ag parental – counter-screen for M1 agonists: effect in parental CHO-K1 cells. Fluo-8 calcium fluorescence; scaled to maximal ATP response, vehicle zero. activation, % at 3 µM. 360,000 compounds, 0.48% hits. AID 602248; in the data active = activation above about 15%;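 note: untransfected CHO-K1 host cells lacking M1 receptor as counterscreen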
CHO-K1 Ca PAM – M1 PAM counterscreen hit in parental CHO-K1 cells; AID 602247; ATP EC20, Fluo-8 calcium fluorescence; 0% at ATP EC20, 100% at ATP max; activation, % at 3 µM; 360,000 compounds, 0.02% hits;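 active = activation above the run cutoff, the mean activation of all test compounds plus 3 SD, cut at about 40% in these data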;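 note: peak over basal fluorescence ratio in a 140 s read after ATP addition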
CHO-K1 Ca antag – nonselective inhibitor or artifact in parental CHO-K1 cells; inhibition, % at 3 µM; AID 602250; ATP-induced calcium, Fluo-8 fluorescence; 360,000 compounds, 0.6% hits;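 active = inhibition above a per-plate cutoff, the plate's mean sample inhibition plus 3 SD, cut at about 24% in these data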;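 note: 0% = DMSO plus EC80 ATP and 100% = DMSO alone without ATP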
CHRM1 agonist – human M1 muscarinic receptor agonism; P11229; CHO-K1 hM1, Fluo-8 calcium fluorescence, agonist mode; 0% DMSO, 100% acetylcholine EC100; activation, % at 3 µM; 360,000 compounds, 0.33% hits; AID 588814;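 active = activation above the run's mean compound activation plus 3 SD, cut at about 16% in these data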;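 note: peak over basal fluorescence ratio within a 140 s kinetic read after compound addition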
Target sequence (P11229 whole entry, looked up): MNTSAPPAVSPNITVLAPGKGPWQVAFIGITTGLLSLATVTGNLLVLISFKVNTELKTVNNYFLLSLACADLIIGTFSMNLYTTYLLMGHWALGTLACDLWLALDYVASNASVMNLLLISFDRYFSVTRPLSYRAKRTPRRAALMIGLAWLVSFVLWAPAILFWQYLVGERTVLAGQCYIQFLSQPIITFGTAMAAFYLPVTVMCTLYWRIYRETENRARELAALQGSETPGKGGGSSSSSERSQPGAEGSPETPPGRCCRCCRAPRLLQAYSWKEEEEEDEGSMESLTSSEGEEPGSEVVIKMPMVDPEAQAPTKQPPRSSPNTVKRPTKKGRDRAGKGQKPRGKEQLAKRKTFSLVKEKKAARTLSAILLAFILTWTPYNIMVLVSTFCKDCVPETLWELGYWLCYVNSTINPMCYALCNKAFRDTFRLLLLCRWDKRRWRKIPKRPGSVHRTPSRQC
OXTR potentiator – potentiates the human oxytocin receptor response. 320,000 compounds, 0.061% hits. activation, % at 3 µM. CHO-OTR cells, Fluo-8 calcium fluorescence, potentiator mode; 0% = oxytocin EC15, 100% = EC100;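 active = activation above that plate's cutoff, the mean activation of tested compounds plus 3 SD, cut at about 6.6% in these data, passing the limit was not always enough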;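 note: 100% uses oxytocin at 75 nM as the full agonist control; some results filed as inactive read as strong as hits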
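Assay system: CHO cell line stably expressing human OTR | Also added: Oxytocin at about EC15, sub-maximal agonist stimulus | Times: Compound 6 min at room temperature before oxytocin, 100 s read | Measured by: Fluo-8 intracellular calcium fluorescence, ex 470-495, em 515-575 nm | Controls: EC15 oxytocin alone as 0%, 75 nM oxytocin as 100%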
TAAR1 antagonist – human TAAR1 antagonism. Q96RJ0. 360,000 compounds, 1.5% hits. CHO RD-HGA16 TAAR1, Fluo-8 calcium fluorescence, antagonist. inhibition, % at 3 µM;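 active = inhibition above a per-plate cutoff, the mean inhibition of test compounds on that plate plus 3 SD, cut at about 49% in these data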;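 note: 0% = DMSO plus EC80 beta-PEA response and 100% = DMSO alone without agonist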
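Material: RD-HGA16 CHO cells with stable hTAAR1 and Gα16; Dosing: single nominal final test compound concentration of 3 µM; Schedule: seeding 17-24 h prior, 75-min 37 °C, 30-min RT dye loading; Detection: kinetic Fluo-8 calcium fluorescence measurement; Measure: % inhibition from peak post-agonist over basal fluorescence ratio; Benchmarks: vehicle and agonist controls.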
CHO parental Ca – counter-screen: ATP calcium response change in parental CHO cells | parental CHO-K1, ATP-induced calcium, Fluo-8 fluorescence | inhibition, % at 5.6 µM | 330,000 compounds, 0.63% hits;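 active = inhibition above that plate's mean sample inhibition plus 3 SD, cut at about 26% in these data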;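 note: 0% = ATP-challenged DMSO wells and 100% = DMSO wells without ATP; some compounds past the cut are filed as inactive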
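Material – parental CHO cells · Reagent – ATP stimulus · Compound – single nominal dose of 5.6 µM per compound · Detection – Fluo-8 fluorescence · Read-out basis – percent inhibition of calcium signal · Controls – ATP-challenged DMSO wells low, unchallenged DMSO wells high · Repeats – no replicates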
M1 antag – human CHRM1 antagonism; 360,000 compounds, 1.3% hits; CHO-K1 hM1, Fluo-8 calcium fluorescence, ACh EC80 antagonist; P11229; inhibition, % at 3 µM;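 active = percent inhibition above its own plate's cutoff, namely the mean of that plate's compound wells plus 3 SD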;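 note: peak over basal fluorescence ratio during 140 s after agonist addition; 0% = ACh EC80 plus DMSO and 100% = DMSO alone without agonist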
Starred values were filed as active, the others as inactive; · = not tested or not shown.

Key to letters: A = TAAR1 agonist; B = M1 ag parental; C = CHO-K1 Ca PAM; D = CHO-K1 Ca antag; E = CHRM1 agonist; F = OXTR potentiator; G = TAAR1 antagonist; H = CHO parental Ca; I = M1 antag
O=C(CNCc1ccccc1Cl)Nc1ccc(C(=O)N2CCCCC2)cc1
  A: 8 | B: 3.7 | C: 6 | D: -3 | E: 0 | F: -13 | G: 6 | H: -3 | I: 13
Cc1cc(C)nc(SC2CC(=O)N(c3ccc(Cl)cc3)C2=O)n1 (stereo not drawn)
  A: 0 | B: 0.9 | C: 14 | D: -5 | E: -1 | F: -1 | G: -5 | H: -8 | I: -10
CN(C)S(=O)(=O)c1ccc(C(=O)Nc2cccc(C(=O)N3CCOCC3)c2)cc1
  A: 0 | B: 0.4 | C: -1 | D: -11 | E: -3 | F: -2 | G: -1 | H: -1 | I: -4
CCOC(=O)c1sc(=S)n(-c2ccc(OC)cc2)c1N
  A: 2 | B: 0.0 | C: 1 | D: 0 | E: -6 | F: -3 | G: -10 | H: -6 | I: -17
CCOC(=O)c1sc(NC(=O)CCCn2nc([N+](=O)[O-])c(Cl)c2C)c(C(=O)OCC)c1C
  A: 1 | B: -0.1 | C: 1 | D: 1 | E: -5 | F: -10 | G: -7 | H: -6 | I: 4
Cc1cc(Br)ccc1NC(=O)CN(C)C(=O)C1CSC2(C)CCC(=O)N12 (stereo not drawn)
  A: 19 | B: 1.5 | C: 10 | D: -16 | E: -3 | F: -4 | G: -7 | H: -7 | I: -13
CCOC(=O)c1nn(-c2cccc(C)c2)c2nnc(Cc3ccc(C)cc3)c(=O)n12
  A: -1 | B: 9.2 | C: 13 | D: 3 | E: -6 | F: -4 | G: -8 | H: -24 | I: -8
NC(=O)c1cc(Cc2ccccc2)sc1NC(=O)c1ccco1
  A: 6 | B: 1.6 | C: 12 | D: -9 | E: -1 | F: -8 | G: -10 | H: -19 | I: -5
CC1(C)c2cc(Cl)ccc2-n2c1cc(O)c(-c1ccccc1)c2=O
  A: 0 | B: 1.4 | C: 7 | D: -4 | E: 0 | F: -3 | G: -23 | H: -27 | I: -30
CN(C)c1ccc(CN(C(=O)c2ccco2)C2CCS(=O)(=O)C2)cc1 (stereo not drawn)
  A: 2 | B: 0.0 | C: 7 | D: -2 | E: -2 | F: -2 | G: 5 | H: -7 | I: -6
COc1ccc(Nc2cc(C(=O)NCCCN3CCN(C)CC3)c3ccccc3n2)cc1OC
  A: 14 | B: 0.5 | C: 24 | D: -11 | E: -2 | F: -6 | G: 7 | H: -14 | I: -2
O=S(=O)(Nc1ccccc1)c1ccc(NS(=O)(=O)c2cccs2)cc1
  A: 2 | B: 1.0 | C: -21 | D: -3 | E: -1 | F: -8 | G: 4 | H: 13 | I: -11
COc1ccccc1NC(=O)C(C)N(C)Cc1ccc(Cl)s1 (stereo not drawn)
  A: -3 | B: 0.1 | C: 48* | D: -16 | E: -4 | F: -7 | G: -14 | H: -60 | I: -8
O=C(c1ccc(Br)cc1)N(Cc1nc2ccccc2c(=O)[nH]1)C1CCCC1
  A: 2 | B: 0.0 | C: -6 | D: 10 | E: -7 | F: -2 | G: -7 | H: -16 | I: 6
COc1ccccc1-c1nc(C#N)c(N2CCC(C(N)=O)CC2)o1
  A: 4 | B: -0.1 | C: 11 | D: 1 | E: -3 | F: -5 | G: 0 | H: 9 | I: 1
CCC(C(=O)NCCc1ccc(C)cc1)n1nc(C)c2c(C)n(-c3ccccc3)nc2c1=O (stereo not drawn)
  A: -1 | B: 1.1 | C: -1 | D: -7 | E: -6 | F: -12 | G: -19 | H: -33 | I: -6
O=C(Nc1ccc(Br)cn1)c1ccc([N+](=O)[O-])cc1Cl
  A: 18 | B: 2.0 | C: 15 | D: -14 | E: 2 | F: -7 | G: 3 | H: -14 | I: 4
CN(CC(=O)Nc1c(Cl)cccc1Cl)C(=O)c1cccn1C
  A: 1 | B: 0.0 | C: -2 | D: 0 | E: -1 | F: -1 | G: -16 | H: 3 | I: 4
CCC1(C)Cc2nc3[nH]c(=S)n(-c4ccccc4)c(=O)c3cc2CO1 (stereo not drawn)
  A: 1 | B: 0.3 | C: 12 | D: -3 | E: -1 | F: -1 | G: 19 | H: -8 | I: 0
CCCCNC(=O)c1onc(CSc2cccc(F)c2)c1C(=O)O
  A: 0 | B: 0.4 | C: 17 | D: -9 | E: -2 | F: -1 | G: 6 | H: -1 | I: 17
O=C(/C=C/c1cccs1)Nc1nc(-c2ccccc2)cs1
  A: 9 | B: 0.7 | C: 12 | D: -15 | E: -9 | F: -6 | G: 21 | H: -23 | I: 2
Cc1cc2ccccc2n1CCC(=O)O
  A: 3 | B: 9.3 | C: 2 | D: 15 | E: -2 | F: -6 | G: 12 | H: -9 | I: 7
CCn1c(CCc2ccccc2)n[nH]c1=S
  A: -1 | B: 0.0 | C: -4 | D: 2 | E: -5 | F: -9 | G: -24 | H: -3 | I: 7
C#Cc1ccc([C@@H]2C=C(C(=O)O)O[C@H](OCc3ccc(CO)cc3)C2)cc1
  A: 9 | B: 0.8 | C: 6 | D: -6 | E: -3 | F: -5 | G: -3 | H: -15 | I: 8
COc1ccc(N(CCCN2C(=O)c3cccc4cccc(c34)C2=O)C(=O)c2cccnc2)cc1
  A: 3 | B: 2.2 | C: 16 | D: -7 | E: -3 | F: -27 | G: -3 | H: -16 | I: -1
COC(=O)CSc1nnc(-c2ccco2)n1-c1ccc(C)cc1
  A: 6 | B: 0.1 | C: -1 | D: 7 | E: -4 | F: 3 | G: 3 | H: -5 | I: -1
Cc1ccc(OCC(=O)N2CCCC(CO)(CCOc3ccccc3)C2)cc1 (stereo not drawn)
  A: 1 | B: 3.1 | C: -1 | D: -4 | E: -2 | F: -12 | G: -27 | H: -4 | I: -10
Cc1ccc(SCc2[nH]nc3c2C2(C(=O)Nc4ccc(F)cc42)C(C#N)=C(N)O3)cc1 (stereo not drawn)
  A: 13 | B: 0.6 | C: 15 | D: 1 | E: -5 | F: 2 | G: 2 | H: 0 | I: -2
O=C(CN1C(=O)S/C(=C\c2ccc(O)c([N+](=O)[O-])c2)C1=O)Nc1ccc(N2CCOCC2)cc1
  A: 0 | B: 0.4 | C: -22 | D: 7 | E: 0 | F: · | G: -27 | H: · | I: 5
CCC1CCCCN1CCNS(=O)(=O)c1ccc2c(c1)oc(=O)n2C (stereo not drawn)
  A: 0 | B: 0.2 | C: 4 | D: 5 | E: -13 | F: -4 | G: 7 | H: 2 | I: 50*

Three compounds from above, ordered by SMILES length, smallest number first:
Key to letters: A = TAAR1 agonist; B = M1 ag parental; C = CHO-K1 Ca PAM; D = CHO-K1 Ca antag; E = CHRM1 agonist; F = OXTR potentiator; G = TAAR1 antagonist; H = CHO parental Ca; I = M1 antag
Cc1cc2ccccc2n1CCC(=O)O
  A: 3 | B: 9.3 | C: 2 | D: 15 | E: -2 | F: -6 | G: 12 | H: -9 | I: 7
O=C(/C=C/c1cccs1)Nc1nc(-c2ccccc2)cs1
  A: 9 | B: 0.7 | C: 12 | D: -15 | E: -9 | F: -6 | G: 21 | H: -23 | I: 2
COc1ccc(N(CCCN2C(=O)c3cccc4cccc(c34)C2=O)C(=O)c2cccnc2)cc1
  A: 3 | B: 2.2 | C: 16 | D: -7 | E: -3 | F: -27 | G: -3 | H: -16 | I: -1

Continued.
Key to letters: A = TAAR1 agonist; B = M1 ag parental; C = CHO-K1 Ca PAM; D = CHO-K1 Ca antag; E = CHRM1 agonist; F = OXTR potentiator; G = TAAR1 antagonist; H = CHO parental Ca; I = M1 antag
CCOC(=O)C1C2C=CC3(CN(c4ccccc4CC)C(=O)C13)O2 (stereo not drawn)
  A: 6 | B: 0.6 | C: 10 | D: -5 | E: -3 | F: -10 | G: 0 | H: -2 | I: -35
CC1Cc2ccccc2N1S(=O)(=O)c1cccc(C(=O)NCCCO)c1 (stereo not drawn)
  A: 0 | B: 0.6 | C: 6 | D: 5 | E: -3 | F: -1 | G: 9 | H: -28 | I: -4
CCOc1nc(NCCc2ccc(OC)c(OC)c2)nc(N2CCN(c3ccc(OC)cc3)CC2)n1
  A: 1 | B: 0.3 | C: 4 | D: -9 | E: -2 | F: 4 | G: -9 | H: -7 | I: -3
CCN(C(=O)COC(=O)c1ccc(OC)c(S(=O)(=O)N(C)Cc2ccccc2)c1)C1CCS(=O)(=O)C1 (stereo not drawn)
  A: 2 | B: 2.1 | C: 7 | D: 0 | E: -4 | F: -8 | G: -10 | H: -1 | I: -11
COc1ccc(NC(=O)N(C)C[C@H]2Oc3cc(Br)ccc3S(=O)(=O)N([C@H](C)CO)C[C@@H]2C)cc1
  A: -1 | B: 0.2 | C: 4 | D: -3 | E: -5 | F: · | G: 0 | H: · | I: -17
FC(F)(F)c1cccc(N2CCN(C(=S)NCC3CCCO3)CC2)c1 (stereo not drawn)
  A: 10 | B: 5.8 | C: 5 | D: -4 | E: -9 | F: -13 | G: 13 | H: -8 | I: 0
Fc1cccc(C2NN=C(c3ccccc3)S2)c1 (stereo not drawn)
  A: -3 | B: 0.4 | C: 14 | D: 2 | E: 0 | F: -1 | G: 8 | H: -10 | I: 0
COCCCNC(=O)C1CC(=O)N(CCc2ccc(OC)c(OC)c2)C1 (stereo not drawn)
  A: 1 | B: 0.2 | C: 12 | D: -4 | E: -1 | F: -2 | G: -18 | H: -4 | I: -14
[O-][n+]1c2ccccc2[n+]([O-])c2cc(O)ccc21
  A: 4 | B: 0.4 | C: -3 | D: -10 | E: -3 | F: -5 | G: -26 | H: -4 | I: -12
O=C(CNC(=O)c1ccc2c(c1)OCCO2)N/N=C/c1cccc(Br)c1
  A: 16 | B: 0.1 | C: 8 | D: 0 | E: -9 | F: -1 | G: -22 | H: -7 | I: -3
CCCCn1c(SCC(=O)NCc2ccc(OC)c(C(=O)O)c2)nc2cc(S(N)(=O)=O)ccc21
  A: -1 | B: 0.4 | C: 11 | D: -9 | E: 1 | F: 0 | G: -17 | H: 19 | I: -21
CC(C(=O)NCc1ccccc1Cl)N1C(=O)c2ccccc2C1=O (stereo not drawn)
  A: 1 | B: 0.3 | C: 20 | D: -18 | E: -10 | F: -13 | G: 0 | H: -14 | I: -12
Cc1ccc(NC(=O)COC(=O)c2cc(Cl)ccc2[N+](=O)[O-])c(C)c1
  A: 8 | B: 5.1 | C: 19 | D: -2 | E: -5 | F: 0 | G: -16 | H: -5 | I: -8
CCCN1C(=O)/C(=C/c2ccncc2)SC1=S
  A: 3 | B: 1.9 | C: 12 | D: 2 | E: -4 | F: -6 | G: -5 | H: -10 | I: 4

From PubChem
